RAD52 inh – RAD52 (human) annealing inhibition; recombinant RAD52 DNA annealing, FRET fluorescence; 0.46% of 360,000 active; inhibition, % at 18.7 µM; P43351;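 active = every replicate showing at least 50% inhibition; inconclusive = mean inhibition at least 50% but not in every replicate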
Target sequence (P43351 whole entry, looked up): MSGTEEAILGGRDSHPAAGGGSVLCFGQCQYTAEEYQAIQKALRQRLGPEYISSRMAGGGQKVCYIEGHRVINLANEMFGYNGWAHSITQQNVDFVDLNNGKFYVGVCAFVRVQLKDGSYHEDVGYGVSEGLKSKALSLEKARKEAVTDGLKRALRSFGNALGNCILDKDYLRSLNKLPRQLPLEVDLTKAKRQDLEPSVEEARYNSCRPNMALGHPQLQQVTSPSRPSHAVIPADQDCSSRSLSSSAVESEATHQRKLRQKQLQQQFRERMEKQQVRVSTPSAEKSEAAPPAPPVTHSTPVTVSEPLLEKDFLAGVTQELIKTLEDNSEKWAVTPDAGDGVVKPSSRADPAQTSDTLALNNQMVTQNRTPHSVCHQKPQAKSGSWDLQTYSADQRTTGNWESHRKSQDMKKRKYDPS
ARNT TACC3 PPI – disrupts binding between human ARNT and TACC3. AID 623870. inhibition, % at 9.99 µM. Q9Y6A5. AlphaScreen His-ARNT PAS-B/GST-TACC3 binding, luminescence; TACC3 fragment carries E629A point mutation. 0.66% of 390,000 active;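 active = mean inhibition of replicates at least 50% and at least half of replicates each reaching 50%; inconclusive = half or more replicates reach 50% but mean below 50%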;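 also: 0% = complete ARNT plus TACC3 wells and 100% = ARNT alone without TACC3; many hits fall short of the cut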
RAD54 branch – RAD54 (human) branch migration inhibition. Q92698. RAD54 Holliday junction branch migration, FAM/BHQ fluorescence. inhibition, % at 10.4 µM. 0.14% of 360,000 active. AID 602329;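 active = mean normalized replicate activity at least 40 and at least half of replicates scoring 40 or more; inconclusive = only one of the two criteria met; inactive = mean below 40 and under half of replicates reaching 40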;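 also: 0% = median of neutral control wells and 100% = median of positive control wells; inhibitors cause a drop in the FAM fluorescence signal; in these data hits start at about 50%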
F508del corr – CFTR F508del correction in bronchial cells. AID 720511. CFBE cells, YFP halide quenching; stimulated with forskolin plus potentiator P3; % fluorescence drop versus neutral controls. 0.36% of 350,000 active. activity (quench increase), % at 7.58 µM;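 active = mean added fluorescence quench of at least 8% versus neutral control, with both replicates also reaching 8%; inconclusive = only one of the mean or replicate conditions met; inactive = mean below 8% and not both replicates reaching 8%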;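 also: cells transiently co-express mutant CFTR-F508del with the halide-sensitive YFP; corrector assay measuring rescue of mutant channel to the surface after 24 h compound exposure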
ERAP1 HTS inh – blocks human ERAP1 aminopeptidase activity; AID 652197; recombinant ERAP1, Leu-AMC fluorescence, 60 min; inhibition, % at 10.7 µM; 0.15% of 340,000 active; Q9NZ08;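 active = mean replicate inhibition of at least 30%, or all replicates individually reaching that 30% level; inactive = mean below 30% and not every replicate reaching it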;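 also: 0% = neutral control wells and 100% = L-leucinethiol positive control wells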
INS-1E GSIS act – primary screen for activators of insulin secretion dependent on glucose, INS-1E cells, GLuc reporter luminescence. activation, % at 16.6 µM. INS-1E GLuc reporter insulin secretion, 2-3 h. 0.61% of 370,000 active. AID 743287;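 active = lowest replicate activation of at least 40%, so every replicate reaches that level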;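 also: 0% = median of neutral control wells and 100% = median of IBMX positive control wells; some compounds called inactive have numbers as strong as hits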
esBAF inh – blocks esBAF chromatin remodeling in mouse ES cells. Bmi1-luciferase knock-in reporter, 24 h; 100% = twice the neutral-well signal. reporter increase, % at 12.5 µM. 2% of 350,000 active. AID 602393; in the data active = activation above about 40%; inconclusive = no clear call, values can overlap the other calls;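 also: 0% = median of the plate's neutral control wells and 100% = double that signal; a rise in the Bmi1 reporter signal indicates esBAF inhibition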
XiGFP reactiv – reactivates the inactive X chromosome in mouse fibroblasts. XiGFP mouse fibroblasts, % GFP-positive cells imaging, 3 d; cells co-treated with 5-aza-dC sensitizer; scaled so ellipticine positive control = 100%. activation, % at 7.58 µM. 0.055% of 360,000 active;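 active = mean normalized replicate activation at least 10% and every replicate at or above 10%; inconclusive = only one of the two criteria met; inactive = mean below 10% and not all replicates reach 10%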;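 also: 0% = median of on-plate neutral control wells and 100% = ellipticine 6 µM median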
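System: XiGFP fibroblasts, SV40-immortalized. Medium: DMEM plus 5-aza-dC sensitizer. Doses: single point. Timing: 3 d treatment, 15 min room-temperature fixation. Control set: ellipticine 6 µM.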
An asterisk follows results filed as active; ? = inconclusive; . = not tested or not shown; & = joins results of further samples. Outcome played no part in choosing rows (roughly 3.3% active in at least one column).

SMILES	RAD52 inh	ARNT TACC3 PPI	RAD54 branch	F508del corr	ERAP1 HTS inh	INS-1E GSIS act	esBAF inh	XiGFP reactiv
CCCNC(=O)[C@@H]1[C@@H](CO)[C@@H]2Cn3c(ccc(-c4cccnc4)c3=O)[C@@H]2N1C(=O)c1ccccc1F	5	1	-10	.	.	4	-5	0.7
C[C@H](CO)N1C[C@H](C)[C@@H](CN(C)S(C)(=O)=O)Oc2ccc(NS(C)(=O)=O)cc2CC1=O	-8	-2	3	0.6	4	-16	8	0.0
Cc1ccc(OCC(=O)N/N=C\c2c(C)[nH]n(-c3ccccc3)c2=O)c([N+](=O)[O-])c1	-10	5	-12	-0.7	0	-2	11	0.0
O=C(Nc1ccc(S(=O)(=O)Nc2ncccn2)cc1)c1ccc(N2CCCC2=O)cc1	-201	-2	.	-1.0	-3	28	.	0.0
Cc1c(Cl)cccc1NC(=S)NCCCN(C)C	20	3	-6	-3.2	1	-2	.	0.1
N#CC(c1ccc(Cl)cc1)N1CCOCC1 (stereo not given)	-13	-12	-9	-0.6	1	7	1	0.0
CCOC(=O)C1=CCN(S(=O)(=O)c2ccccc2F)C1c1cccc(Br)c1 (stereo not given)	10	.	-2	0.0	-3	-3	-3	.
O=C1Nc2ccccc2Nc2ccc([N+](=O)[O-])cc21	-3	2	-14	0.7	-3	5	-15	0.0
O=S(=O)(Nc1cccc(-n2cnnn2)c1)c1ccc(F)cc1	-8	5	.	-0.9	1	10	-1	0.0
CCOc1ncccc1C(=O)Nc1ccccc1N1CCOCC1	-6	-1	.	0.3	3	.	.	0.2
Cn1c(Cc2ccccc2)nnc1SCc1nc2ccccc2c(=O)[nH]1	-14	-3	8	0.1	0	18	1	0.1
O=C(CN1C(=O)COc2ccccc21)NCCN1CCOCC1	-7	-2	6	-3.0	4	1	-4	0.0
C[C@@H]1CN([C@@H](C)CO)C(=O)c2cc(NC(=O)Nc3ccc(C(F)(F)F)cc3)ccc2O[C@@H](C)CCCCO[C@H]1CN(C)S(=O)(=O)c1cccs1	-22	-5	5	5.4	-2	4	-2	0.0
CO[C@H]1CN(C)C(=O)c2cc(NC(=O)c3cc(C)on3)ccc2OC[C@H](C)N(C)C[C@@H]1C	5	-5	-6	-2.2	-1	-4	2	0.2
O=C(COC(=O)CCc1ccc(S(=O)(=O)N2CCOCC2)cc1)Nc1ccccc1[N+](=O)[O-]	-5	-13	4	.	-3	.	0	0.1
CCOc1ccc(S(=O)(=O)NCCC(=O)NC2CCN(Cc3ccccc3)CC2)cc1	-9	-4	10	0.0	2	13	2	-0.2
Cn1c(O)c(N=Nc2ccccc2)c2ccccc21	-7	8	1	-0.8	2	7	1	0.0
COc1ccc(S(=O)(=O)N(C)C[C@@H]2OCc3cnnn3CCCC(=O)N([C@@H](C)CO)C[C@H]2C)cc1	-16&9&3	7&1	-6&-1&-14	-2.4&-0.4&3.3	1&-1&2	0&-8	-2&5&0	0.0&0.3
CO[C@H]1CN(C)C(=O)c2ccc(NC(=O)c3nc4ccccc4s3)cc2OC[C@@H](C)N(Cc2cccnc2)C[C@@H]1C	.	10	12	0.2	.	-8	36	0.0
CCOC(=O)C(C)Sc1nc2c([nH]c3ccccc32)c(=O)n1C (stereo not given)	5	5	-9	1.4	5	.	-10	.
CCCCN(C)C(=O)c1sc(=O)n(Cc2c(C)cccc2C)c1C	-17	.	5	5.9	.	0	5	0.1
NC(=O)[C@H]1CC2(CC(c3cccc(NC(=O)COc4ccc(Cl)cc4)c3)=NO2)CN1C(=O)C(c1ccccc1)c1ccccc1 (stereo not given in full)	-28	5	-2	0.3	-3	-4	21	0.1
Cc1ccc(S(=O)(=O)N[C@H]2CC[C@H](CC(=O)N3CCC(Cc4ccccc4)CC3)O[C@H]2CO)cc1	9	1	-6	2.6	2	-30	2	-0.8
O=C(NCc1nc(-c2ccc(Cl)cc2)no1)c1ccco1	2	0	2	1.7	1	-6	6	0.0
O=C(COC(=O)CSc1ccc(Cl)cc1)NCCc1ccccc1	-3	12	-5	-3.5	2	3	-5	0.0

More compounds:
SMILES	RAD52 inh	ARNT TACC3 PPI	RAD54 branch	F508del corr	ERAP1 HTS inh	INS-1E GSIS act	esBAF inh	XiGFP reactiv
O=C(N[C@H]1CC[C@@H](CCn2cc(-c3ccccc3F)nn2)O[C@H]1CO)c1ccc2c(c1)OCO2	9	-1	-8	0.8	5	-10	7	0.0
CCCCCCSc1ccc(-c2nc3ccc(C)cn3c2NCc2ccccc2)cc1	-2&-15	0	-22	2.9&-5.3	0&1	-6&-24	-7	0.0&0.0
COc1ccc(N(CC(=O)NCc2ccc3c(c2)OCO3)S(=O)(=O)c2c(C)nn(C)c2C)cc1	-2	-8	-7	-3.7	-2	10	-1	0.1
O=C(O)c1ccccc1NC(=S)NC(=O)c1sc2ccccc2c1Cl	-14	2	-3	1.5	6	-9	.	-0.1
Cc1ccc(C(=O)N/C(=C\C=C\c2ccccc2)C(=O)NCc2ccco2)cc1	-14	.	.	-2.7	2	-18	0	0.4
CC(C)(C)OC(=O)[C@H](Cc1ccccc1)NC(=O)c1nc[nH]c1C(=O)N[C@@H](CCCCN)C(=O)OC(C)(C)C	10	19	14	-2.2	.	-19	-5	0.1
COc1cc(C(=O)N/C(=C\c2cn(C)c3ccccc23)C(=O)NCCCN2CCOCC2)cc(OC)c1OC	-3	9	-1	-0.4	-2	19	-11	0.0
C[C@@H]1CN([C@H](C)CO)C(=O)Cc2cc(NS(=O)(=O)c3cn(C)cn3)ccc2O[C@@H]1CN(C)C(=O)Nc1cccc2ccccc12	-11	.	-1	-1.3	0	7	0	-0.1
Cc1nc2c(sc3nc4c(cc32)COC(C)(C)C4)c(=O)o1	.	-5	8	.	.	10	-9	.
CCC1CCCCN1C(=O)CCc1nnc(Cc2c[nH]c3ccccc23)o1 (stereo not given)	-11	14	.	2.9	-1	7	.	0.1
CC(=O)Nc1ccc(NC(=O)C(C)OC(=O)COc2ccc(Nc3ccccc3)cc2)cc1 (stereo not given)	-11	.	7	-0.6	0	-19	5	0.2
COc1ccc(C(=O)OCC(=O)NC(=O)CCSc2ccccc2)cc1	-7	1	.	-0.3	-3	10	.	0.2
CCC(C)NC(=O)CN(c1cc(C)cc(C)c1)S(=O)(=O)c1c(C)[nH]c(=O)[nH]c1=O (stereo not given)	-11	0	4	-0.5	.	-1	-2	0.2
CC(=O)C1=C(O)C(=O)N(c2ccc(O)cc2)C1c1ccccc1 (stereo not given)	-11	2	-5	2.7	1	-5	-2	0.1
Fc1cccc2sc(Nc3nc4ccccc4s3)nc12	.	-1	-9	.	.	11	?	0.1
O=C(C[C@@H]1CC[C@H]2[C@@H](COC[C@H](O)CN2Cc2cccc(Cl)c2)O1)N1CCCCC1	0	-3	-2	-4.2	0	-1	-1	0.0
CC(C)Oc1ccc(CNC(=O)c2cc(S(=O)(=O)N3CCOCC3)cn2C)cc1	-3	-1	-7	0.1	0	-14	-6	0.2
CSc1ncnc2c1ncn2CCCNc1ccc(C)c(C)c1	1	.	.	-2.6	-3	-18	0	0.1
CC(NC(=O)C1CCN(Cc2ccccc2)CC1)c1cccc2ccccc12 (stereo not given)	-8	.	-1	-0.6	-2	-17	-3	0.4
CCC(=O)N(C)C[C@@H]1Oc2cc(-c3ccccc3OC)ccc2S(=O)(=O)N([C@H](C)CO)C[C@@H]1C	-8	0	6	-1.5	1	35	0	-2.0
CCOC(=O)C1=C(C)Nc2ccccc2N=C1NC(=O)c1cccc(S(=O)(=O)N(C)C)c1	-83	0	5	.	1	2	-5	.
CCC(=O)N1C[C@H](C)[C@H](OC)CN(C)C(=O)c2ccc(NC(=O)Nc3ccc(Cl)cc3)cc2OC[C@@H]1C	.	.	.	-5.1	.	-29	0	0.0
COc1cc(OC)cc(C(=O)Nc2ccc(-n3cnnn3)c(C)c2)c1	2	-2	.	0.4	5	4	.	.
CCCCCC(=O)N1C[C@H](n2cc(C3CC3)nn2)[C@@H](O)C[C@@H]1c1ccc(OC)cc1	-13	.	6	0.8	.	5	-5	0.0
O=C(NC1CC1)C1=C[C@@H](c2ccccc2)C[C@@H](OCCCCO)O1	-25	6	3	2.1	2	1	-7	0.0

(listing goes on)
SMILES	RAD52 inh	ARNT TACC3 PPI	RAD54 branch	F508del corr	ERAP1 HTS inh	INS-1E GSIS act	esBAF inh	XiGFP reactiv
COc1cccc(NC(=O)N(C)C[C@@H]2Oc3cc(C#Cc4ccncc4)ccc3S(=O)(=O)N([C@H](C)CO)C[C@H]2C)c1	-8	4	0	-0.6	-2	-25	6	-0.6
O=C(C[C@@H]1CC[C@@H](NC(=O)c2ccc3c(c2)OCO3)[C@H](CO)O1)NCc1ccc(Cl)cc1	-3	9	1	0.5	0	-2	0	0.6
CC1CCN(S(=O)(=O)c2ccc3c4c2CC(=O)N4CC(C)S3)CC1 (stereo not given)	-17	-5	-2	-4.6	1	2	14	0.0
Cc1nc2c(o1)CCc1ccccc1C2N1CCN(C)CC1 (stereo not given)	-5&-18&-4	-15&-11	4	2.3&-3.4&0.8	0&-1&-1	-13&10	0&0	0.1&0.0
Nc1nnc2cc(F)ccc2n1	-13	.	-11	5.8	1	12	-8	0.0
COc1ccc(NC(=S)N(CCCN2CCCC(C)C2)Cc2cccs2)cc1 (stereo not given)	0	-1	.	-0.2	1	-7	.	0.0
CC(C)CC(CC(C)C)=NNC(=O)c1ccc2c(c1)OCO2	3	6	-6	2.4	2	15	38	0.0
CCS(=O)(=O)NCC(c1ccco1)N1CCN(c2ccccc2)CC1 (stereo not given)	.	-6	-6	.	.	6	.	0.0
CC(C)NC(=O)Nc1ccc2c(c1)C(=O)N([C@@H](C)CO)C[C@@H](C)[C@@H](CN(C)C(=O)NC(C)C)OCCCC[C@@H](C)O2	7	-28	-6	-0.7	5	26	.	0.1
CCOC(=O)c1c(NC(=O)C(=O)N/N=C(\C)c2ccc(OC)cc2)sc2c1CCCCC2	-14	-4	0	4.0	1	28	.	0.0
Cn1c(SCC(=O)NNC(=O)Cc2ccccc2)nc2ccccc2c1=O	-9	-2	.	-1.8	10	16	1	0.3
C[C@H]1CN([C@@H](C)CO)C(=O)Cc2cc(NS(=O)(=O)c3ccc(F)cc3)ccc2O[C@H]1CN(C)C(=O)Nc1ccc(C(F)(F)F)cc1	6	6	-1	0.0	-5	-9	-5	-0.1
CC1CC(C)(C)CC2(C1)NC(=O)N(CC(=O)NCCc1ccc3c(c1)OCCO3)C2=O (stereo not given)	-14	0	.	-1.4	3	21	.	0.1
Cc1ccc(S(=O)(=O)NCC[C@@H]2CC[C@@H](NC(=O)c3cccc(F)c3)[C@H](CO)O2)cc1	-5	-9	0	-4.2	-6	-2	2	0.4
COc1cc(C(=O)NCC(c2ccccc2)N(C)C)ccc1OCC(=O)N1CCOCC1 (stereo not given)	5	-7	.	0.4	-3	4	.	-0.1
CCN1CCN(C(=O)NS(=O)(=O)c2ccc(C)cc2)CC1	-5	0	-10	0.1	1	7	-3	0.0
OCCSc1nc(-c2ccccc2)nc2c1CCC2	-11	-18	11	0.7	-1	42	-13	0.1
O=C(NC1CC1)C1CCN(S(=O)(=O)c2cc(Cl)ccc2Cl)CC1	0	-4	-9	1.2	2	7	-6	0.4
CCCN(CCC)CCNC(=O)c1cn(C)c(=O)c2c1c1ccccc1n2C	1	.	15	-0.5	0	10	-3	0.4

Screening data from PubChem.
